Assay outcomes deposited in PubChem by Broad Institute.
esBAF inh – inhibitors of esBAF chromatin remodeling in mouse ES cells; Bmi1-luciferase knock-in reporter, 24 h; 100% = twice the neutral-well signal; reporter increase, % at 12.5 µM; hit rate 2% among 350,000; AID 602393; in the data active means activation above about 40%;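 further: 0% = median of the plate's neutral control wells and 100% = double that signal; a rise in the Bmi1 reporter signal indicates esBAF inhibition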
S100A4 MyoIIA – inhibitors of human S100A4 binding to myosin IIA peptide | P26447 | S100A4/TAMRA-MyoIIA peptide fluorescence polarization | inhibition, % at 10.7 µM | hit rate 0.14% among 360,000 | AID 652163;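 active means mean inhibition of at least 70% across replicates, with every replicate also reaching that level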
Target sequence (P26447 whole entry, looked up): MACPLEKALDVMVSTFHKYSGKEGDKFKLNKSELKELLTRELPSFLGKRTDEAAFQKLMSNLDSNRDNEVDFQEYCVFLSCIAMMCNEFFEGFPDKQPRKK
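assay system = human S100A4 monomer with TAMRA-labelled myosin IIA peptide | also added = labelled myosin peptide probe, 5 nM | incubation = 5 min between mix addition and reading | control set = DMSO and TFP controls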
CASP6 VEID inh – inhibitors of human caspase-6; hit rate 0.53% among 350,000; P55212; AID 686996; inhibition, % at 12.5 µM; purified caspase-6, Z-VEID-R110 cleavage fluorescence;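 active means mean inhibition across replicates at least about 35%, with every replicate also reaching that limit, limit read from the data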;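 further: 0% = median of neutral control wells and 100% = no fluorescence left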
Target sequence (P55212 24-179 limits assumed): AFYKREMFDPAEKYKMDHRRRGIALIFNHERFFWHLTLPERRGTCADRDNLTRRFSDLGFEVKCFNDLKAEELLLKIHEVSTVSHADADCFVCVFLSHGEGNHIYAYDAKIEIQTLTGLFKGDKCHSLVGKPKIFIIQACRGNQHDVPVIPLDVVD
Target sequence (P55212 194-293 limits assumed): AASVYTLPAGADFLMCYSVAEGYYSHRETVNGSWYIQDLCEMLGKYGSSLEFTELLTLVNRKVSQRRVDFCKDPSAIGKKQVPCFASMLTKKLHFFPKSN
Statin myotox sup – suppression of simvastatin myotoxicity. rescue of ATP level, % at 7.49 µM. C2C12 myotubes + simvastatin, ATP luminescence, 48 h; scaled: DMSO 0, geranylgeraniol control 100. hit rate 0.78% among 330,000;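 active means mean ATP rescue above about 67%, or every replicate alone reaching that limit, limit read from the data, passing the limit was not always enough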;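 further: myotubes were challenged with 10 µM simvastatin during compound exposure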
FN deposition inh – fibronectin deposition inhibition; AH1F fibroblasts, Alexa488-fibronectin deposition fluorescence, overnight; inhibition, % at 12.6 µM; hit rate 0.086% among 350,000; AID 743247;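 active means mean inhibition across replicates of 30% or more, regardless of how many single replicates reach that level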;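 further: positive control wells lacked labelled fibronectin entirely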
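Schedule: 1 h cell adhesion before compound, then overnight fibronectin incubation; test system: AH1F fibroblast monolayer depositing Alexa488-labelled fibronectin into matrix; quantity: 10000 AH1F cells per well; probe or stimulus: fluorescent fibronectin at 24 nM final; signal: fluorescence, ex 485 nm, em 525 nm; evaluation: percent inhibition as loss of matrix-bound fibronectin fluorescence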
SIRT5 inh – sirtuin-5 (human) deacylase inhibition. Q9NXA8. hit rate 1.1% among 330,000. inhibition, % at 15 µM. Purified SirT5, succinyl-peptide AMC, trypsin-coupled fluorescence; in the data active means inhibition above about 15%
Target sequence (Q9NXA8 whole entry, looked up): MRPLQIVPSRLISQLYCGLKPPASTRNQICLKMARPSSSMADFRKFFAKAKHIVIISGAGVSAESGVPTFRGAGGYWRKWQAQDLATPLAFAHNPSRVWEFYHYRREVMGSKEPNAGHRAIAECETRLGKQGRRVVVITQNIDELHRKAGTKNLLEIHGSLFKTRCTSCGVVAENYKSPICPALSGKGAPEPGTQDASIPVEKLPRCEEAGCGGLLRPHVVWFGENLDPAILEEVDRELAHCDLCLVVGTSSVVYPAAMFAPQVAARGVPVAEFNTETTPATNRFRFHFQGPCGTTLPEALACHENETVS
LGR2 antag – Drosophila LGR2 receptor signaling inhibition; HEK293 LGR2, CRE-luciferase, bursicon-stimulated, 4 h; AID 720647; inhibition, % at 9.99 µM; hit rate 0.35% among 380,000;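 active means drop in luminescence signal, shown as inhibition above about 50% in the replicate tests, limit read from the data, passing the limit was not always enough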;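 further: agonist challenge used bursicon conditioned medium at about half maximal strength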
Numbers without * were called inactive; . = not tested or not shown.

Fields: S100A4 MyoIIA	esBAF inh	SIRT5 inh	FN deposition inh	CASP6 VEID inh	LGR2 antag	Statin myotox sup
#1 C[C@@H]1CN([C@H](C)CO)C(=O)c2cc(NC(=O)CCC(F)(F)F)ccc2O[C@H]1CN(C)C(=O)Nc1cccc2ccccc12
  5.0	-4.9	-1.9	.	1.1	-4.3	32.6
#2 Cc1cccc(C)c1NC(=O)C(c1ccccc1)N1CCC2(CC1)OCCO2 (configuration not stated)
  -0.2	.	-1.4	2.1	-2.8	-23.5	.
#3 CCC1(C(=O)OC)NC(c2cccc(F)c2)C2C(=O)N(C)C(=O)C21 (configuration not stated)
  .	-5.9	.	3.7	.	.	4.4
#4 CN(CC(=O)Nc1ccc(Cl)c(C(F)(F)F)c1)C(=O)C1CC(=O)N(C2CCCC2)C1 (configuration not stated)
  -3.0	-8.9	-9.9	0.4	-5.4	-0.6	-2.6
#5 COCC(=O)Nc1ccc2c(c1)C(=O)N(C)C[C@@H](OC)[C@H](C)CN(Cc1ccccc1OC)[C@@H](C)CO2
  -12.3	-0.5	4.2	-0.6	0.3	14.6	7.9
#6 COc1ccc(C2=NS(=O)(=O)N(C)C(C(=O)NCc3ccc4c(c3)OCO4)=C2)cc1OC
  -0.7	-0.6	-2.6	-0.9	-1.7	3.4	4.5
#7 O=C(NCc1cccc(Cl)c1)c1ccc2ccccc2n1
  -0.1	.	-5.2	6.3	8.2	2.6	.
#8 Cn1ccnc1SCC(=O)c1ccc(F)cc1
  -6.5	38.9	-3.3	-9.6	-0.9	-7.3	-0.1
#9 CCCn1c(NC(=O)c2ccc(F)cc2)nc2ccccc21
  8.4	-12.0	-0.6	.	1.4	5.6	-10.9
#10 O=C(Cn1c(=O)cnc2ccccc21)Nc1cccc(S(=O)(=O)N2CCOCC2)c1
  -1.7	1.6	0.0	8.5	2.3	6.3	2.1
#11 O=S(=O)(c1cc(Cl)ccc1Cl)N1CCN(c2ccccn2)CC1
  -4.2	1.8	-0.1	0.7	-1.2	-9.3	1.4
#12 COc1cc(OC)cc(C(=O)Nc2c(C)nn(-c3ccccc3)c2C)c1
  -1.5	-0.3	-1.8	1.1	2.9	3.2	-8.5
#13 CC1(C(=O)NS(=O)(=O)c2cccc(C#N)c2)CCN1C(=O)c1cccc2ccccc12 (configuration not stated)
  -0.2	-2.0	.	1.9	1.8	15.6	4.1
#14 CC(C)NC(=O)N(C)C[C@H]1Oc2cc(C3=CCCC3)ccc2S(=O)(=O)N([C@@H](C)CO)C[C@H]1C
  -4.8	-3.8	1.7	.	1.2	8.5	3.8
#15 O=C(Nc1ccc(S(=O)(=O)N2CCOCC2)cc1)c1ccc([N+](=O)[O-])o1
  4.4	18.4	-1.2	9.3	7.1	2.9	87.7*
#16 C[C@@H]1CN([C@H](C)CO)C(=O)c2cccc(NC(=O)Nc3ccccc3)c2O[C@H]1CN(C)S(=O)(=O)c1cn(C)cn1
  -2.1	5.4	1.2	.	2.3	3.6	.
#17 CC1(c2nnnn2Cc2ccccc2)CCC(=O)N1CC1CCCCC1 (configuration not stated)
  -2.1	.	-1.9	10.6	0.8	-4.1	.
#18 CCOCCCNC(C(=O)Nc1ccc(OC)c(Cl)c1)c1ccccc1 (configuration not stated)
  -0.3	-5.6	-4.0	-0.9	-0.1	-1.9	11.9
#19 COc1ccc(-n2c(C)c(C(C)=O)c3cc(OCC(N)=O)ccc32)cc1
  1.9	-4.6	-3.4	-0.9	3.9	-5.0	-5.5
#20 Oc1ccc(-c2[nH]ncc2-c2cnn(-c3ccccc3)c2)c(O)c1
  0.8	-8.2	2.6	5.4	3.9	14.0	5.1

Some of these compounds in order of count of non-hydrogen atoms, highest first:
Fields: S100A4 MyoIIA	esBAF inh	SIRT5 inh	FN deposition inh	CASP6 VEID inh	LGR2 antag	Statin myotox sup
#5 COCC(=O)Nc1ccc2c(c1)C(=O)N(C)C[C@@H](OC)[C@H](C)CN(Cc1ccccc1OC)[C@@H](C)CO2
  -12.3	-0.5	4.2	-0.6	0.3	14.6	7.9
#10 O=C(Cn1c(=O)cnc2ccccc21)Nc1cccc(S(=O)(=O)N2CCOCC2)c1
  -1.7	1.6	0.0	8.5	2.3	6.3	2.1
#17 CC1(c2nnnn2Cc2ccccc2)CCC(=O)N1CC1CCCCC1 (configuration not stated)
  -2.1	.	-1.9	10.6	0.8	-4.1	.

Other results follow:
Fields: S100A4 MyoIIA	esBAF inh	SIRT5 inh	FN deposition inh	CASP6 VEID inh	LGR2 antag	Statin myotox sup
#21 O=S(=O)(c1ccccc1)N(c1ccccc1)S(=O)(=O)c1ccccc1
  2.2	.	1.5	-11.6	-4.5	18.2	.
#22 Cc1ccc(S(=O)(=O)N2CCCCC2)cc1NC(=O)CCOc1ccccc1
  1.1	.	-4.7	4.4	-0.2	-5.2	.
#23 CO[C@@H]1CN(C)C(=O)c2ccc(NC(=O)c3ccccc3)cc2OC[C@H](C)N(C)C[C@@H]1C
  5.0	1.8	-3.7	-0.7	-2.1	4.6	-3.6
#24 COCCNC(=O)C[C@@H]1C[C@H]2c3cc(NC(=O)C4CCOCC4)ccc3O[C@H]2[C@H](CO)O1
  3.5	-5.7	1.4	0.7	-2.6	18.6	4.4
#25 CC1(C)Cc2nc3oc4c(SCC(N)=O)ncnc4c3cc2CO1
  -14.8	19.9	-3.3	-2.6	1.1	11.0	-5.3
#26 Cc1ccc(NC(=S)NCCC2=CCCCC2)cc1
  1.5	28.7	-7.7	24.3	-0.5	.	-3.7
#27 Cc1ccc(S(=O)(=O)Nc2cc(=O)[nH]c3c2CCC3)cc1
  1.2	14.2	1.9	-10.8	4.7	6.0	3.1
#28 CCOc1ccccc1NC1=C(OC)C(=O)C(Nc2ccccc2OCC)=C(OC)C1=O
  -2.9	.	0.8	.	3.3	8.0	.
#29 O=C1c2ccccc2C(=O)N1c1cc([N+](=O)[O-])ccn1
  3.9	-5.9	-3.1	1.6	0.5	-11.6	-0.3
#30 COc1ccc(Cl)cc1NC(=O)C1CCCN(S(C)(=O)=O)C1 (configuration not stated)
  -3.2	5.8	-3.8	-1.7	2.2	8.5	24.7
#31 O=c1c([N+](=O)[O-])c(O)c2ccccc2n1Cc1ccccc1
  -4.1	0.9	-1.4	-1.1	3.1	-3.9	5.2
#32 CN(C)CC(=O)Nc1ccc2c(c1)[C@H]1C[C@@H](CC(=O)NCc3ccccn3)O[C@H](CO)[C@H]1O2
  -29.3	4.3	-2.7	.	0.7	4.3	1.8
#33 O=C(O)COCC(=O)Nc1ccc2c(c1)CCC2
  .	5.1	.	.	.	0.0	-0.4
#34 O=C(c1noc2c1CSc1ccccc1-2)N1CCN(c2ccc(Cl)cc2)CC1
  -6.4	2.5	0.5	-9.8	-0.5	-6.1	-2.3
#35 COc1ccc(/C=C(\NC(=O)c2ccccc2)C(=O)N2CCC(C)CC2)cc1
  -3.8	.	0.5	-6.5	0.5	4.7	16.8
#36 CCC1(C)Cc2c(sc3nnn(CC(=O)Nc4ccc(C)cc4)c(=O)c23)CO1 (configuration not stated)
  .	-25.0	.	2.8	.	5.1	-31.5
#37 CCN(CC)CCOC(=O)c1ccc([N+](=O)[O-])cc1
  -1.9	.	0.7	-8.2	-0.6	-12.2	.
#38 COc1ccc(-c2c(NC(C)=O)n(C)c3ccccc3c2=O)cc1
  .	-10.5	.	-3.9	.	.	4.9
#39 O=C(C[C@@H]1CC[C@H]2[C@@H](COC[C@H](O)CN2Cc2nccs2)O1)NCc1ccc(Oc2ccccc2)cc1
  4.2	13.3	0.3	-10.8	1.1	22.8	31.8
#40 Cc1noc(C)c1S(=O)(=O)N(C)C[C@H]1OCCCC[C@@H](C)Oc2ccc(NC(=O)Nc3ccccc3)cc2C(=O)N([C@@H](C)CO)C[C@@H]1C
  -4.5	-5.1	7.8	0.5	-1.0	11.2	.

Going on with the list:
Fields: S100A4 MyoIIA	esBAF inh	SIRT5 inh	FN deposition inh	CASP6 VEID inh	LGR2 antag	Statin myotox sup
#41 O=C(NCc1ccccn1)c1nc(-c2cccs2)no1
  0.7	.	-2.5	.	-6.5	10.8	.
#42 CN(C)c1cccc(C(=O)NC2CCCc3ccccc32)c1 (configuration not stated)
  -3.6	1.4	-3.1	5.3	-2.0	-0.4	-21.0
#43 CC12COC3(P(=O)(c4ccccc4)c4ccccc4)CC1CCC23CP(=O)(c1ccccc1)c1ccccc1 (configuration not stated)
  -0.5	.	-0.1	-6.5	5.9	22.0	.
#44 CO[C@H]1CN(C)C(=O)c2ccc(NC(=O)Nc3ccccc3)cc2OC[C@@H](C)N(C(=O)Nc2c(C)noc2C)C[C@H]1C
  -3.5	7.5	-2.6	8.9	0.5	-14.3	0.6
#45 CC(=O)Cn1ncc(N(C)Cc2ccccc2)c(Cl)c1=O
  17.1	12.3	0.9	0.7	0.6	-7.7	11.0
#46 C[C@@H]1CCCCO[C@H](CN(C)C(=O)Nc2ccccc2)[C@@H](C)CN([C@H](C)CO)C(=O)c2cc(NC(=O)Nc3ccc4c(c3)OCO4)ccc2O1
  -11.1	-3.6	5.7	-7.8	0.5	-0.7	0.3
#47 CN(C(=O)COC(=O)Cn1c(C(F)(F)F)nc2ccccc21)c1c(N)n(Cc2ccccc2)c(=O)[nH]c1=O
  0.6	4.7	-0.7	-2.8	-1.0	1.1	-3.4
#48 COc1cccc(NS(=O)(=O)Cc2ccccc2)c1
  .	4.0	.	-6.5	.	.	-0.7
#49 CCCc1nc2c(nnn2Cc2ccccc2)c(=O)[nH]1
  -1.4	.	-0.4	.	1.1	-12.9	.
#50 C#Cc1cccc(NC(=O)c2ccc(Cl)cc2Cl)c1
  0.6	52.6*	-0.1	-4.0	0.6	-75.6	2.0
#51 COc1ccc(S(=O)(=O)N2CCN(C(=O)N(C)C)C2C)cc1 (configuration not stated)
  0.7	-3.8	4.1	-1.1	-3.9	6.2	2.5
#52 O=S(=O)(NCC1CCCO1)c1ccc(Br)cc1 (configuration not stated)
  -0.2	0.7	0.5	-1.9	-1.5	14.7	5.3
#53 O=C1CCC(OCc2ccccc2)CCN1[C@H](CSc1ccccc1)Cc1ccccc1 (some centres not stated)
  -9.4	.	0.3	.	1.9	-8.4	.
#54 COCC(=O)Nc1ccc2c(c1)OC[C@@H](C)N(CC1CCCCC1)C[C@H](C)[C@@H](OC)CN(C)C2=O
  8.9	-5.3	-1.0	-0.2	4.7	-10.9	0.5
#55 CN(C)CC(=O)Nc1ccc2c(c1)[C@@H]1C[C@@H](CC(=O)NCc3ccncc3)O[C@@H](CO)[C@@H]1O2
  7.0	-2.4	-6.5	-9.3	-1.7	-16.0	-3.6
#56 O=C(OCC(=O)N1CCC(Cc2ccccc2)CC1)c1cc(Cl)ccc1O
  0.9	-10.4	-5.2	3.2	-3.7	7.1	-11.1
#57 O=c1cc[nH]c2cc(C(F)(F)F)ccc12
  -1.3	8.8	2.8	.	-0.2	-8.3	4.0
#58 Cc1ccc(S(=O)(=O)N(C)C[C@H]2Oc3ncc(-c4ccccc4)cc3C(=O)N([C@H](C)CO)C[C@H]2C)cc1
  2.6	5.2	0.3	2.0	-0.8	-12.8	5.2
#59 CC(=O)N1CCc2ccc([N+](=O)[O-])cc21
  -19.2	-0.6	2.9	3.5	-0.3	1.4	8.3

Molecules from the list above with a furan ring, fused or not:
Fields: S100A4 MyoIIA	esBAF inh	SIRT5 inh	FN deposition inh	CASP6 VEID inh	LGR2 antag	Statin myotox sup
#15 O=C(Nc1ccc(S(=O)(=O)N2CCOCC2)cc1)c1ccc([N+](=O)[O-])o1
  4.4	18.4	-1.2	9.3	7.1	2.9	87.7*
#25 CC1(C)Cc2nc3oc4c(SCC(N)=O)ncnc4c3cc2CO1
  -14.8	19.9	-3.3	-2.6	1.1	11.0	-5.3

This is a subset; the hit share may differ from the screen's.
